# From PubChem BioAssay
# PAD4 inhibitors: human PAD4 inhibitors, primary screen, biochemical, fluorescence polarization (AID 463073) | recombinant PAD4, RFA probe fluorescence polarization; stronger effect = higher value | inhibition, % at 5 µM | hit rate 0.5% among 2,000;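 active = inhibition above 30%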;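 note: 0% = PAD4 with DMSO and 100% = wells lacking PAD4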
#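 System: recombinant PAD4. Amount: PAD4 at 2 µM in dispensed buffer, before additions. Doses: single 5 µM final compound concentration. Timing: 30 min 25 °C preincubation, 5 h 37 °C labeling. Benchmarks: wells lacking PAD4 as full-inhibition control. Repeats: single well per compound. Measured by: FP, ex 525 nm, em 598 nm.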
# Numbers without * were called inactive.
# The first 2 entries (preview)
compound	PAD4 inhibitors
COc1ccc(-c2cc(=Nc3ccc(C)cc3)c3ccccc3o2)cc1	1.4
CC(C)c1ccc(OCc2ccc(C(=O)O)o2)cc1	5.0

# The listing (from the top)
compound	PAD4 inhibitors
COc1ccc(-c2cc(=Nc3ccc(C)cc3)c3ccccc3o2)cc1	1.4
CC(C)c1ccc(OCc2ccc(C(=O)O)o2)cc1	5.0
CN(C)CCC(c1ccccc1)c1ccccn1 (stereo unspecified)	0.0
COc1ccc(-c2c3c(=O)n(C)c(=O)n(C)c3cn2C2CCCCC2)cc1	3.8
COc1ccccc1NC(=O)N1CCc2[nH]c3ccc(Cl)cc3c2C1	3.9
COc1ccccc1-c1c(C(F)(F)F)oc2cc(OC(=O)c3ccc([N+](=O)[O-])cc3)ccc2c1=O	15.3
COCc1cc(=O)[nH]c(Nc2nc3ccccc3o2)n1	-3.7
CCCCC[C@H](O)/C=C/[C@@H]1[C@@H](C/C=C\CCCC(=O)O)[C@H]2CO[C@@H]1C2	-1.1
CCc1cc2c(=O)c(-c3nc(C)cs3)c(CCCC(=O)O)oc2cc1O	3.7
CCSC(=O)CCCCCCCCCCCO	3.3
Cc1ccc(CN2CCN(CCCc3ccccc3)CC2CCO)cc1 (stereo unspecified)	1.0
Cc1cc(=O)c2c(O)c(O)ccc2o1	4.3
O=C(O)c1cccnc1	-1.2
O=C(NO)c1ccccc1O	1.8
O=Cc1ccccc1Oc1ccccc1	0.7
COc1cc(/C=C/C(=O)O)cc(S(=O)(=O)NCCCO)c1OC	-5.1
COc1cc2c(cc1OC)C1(CCCCC1)CN(C)C2	-1.2
COc1ccc(CN2CCCC(C(=O)c3ccc(Cl)cc3)C2)cc1Cn1cccn1 (stereo unspecified)	-0.2
COC(=O)c1ccc(COc2ccc3c(C)c(C)c(=O)oc3c2C)o1	-2.0
O=C(c1cc2cc(Br)ccc2o1)N1CCCC1	-1.2
CN(C)CCN(Cc1ccc(Cl)cc1)c1ccccn1	3.2
Cc1ccc(CSCC(=O)NCCCN2CCOCC2)cc1	-1.0
O=C(CCCN1CCC(O)(c2ccc(Cl)cc2)CC1)c1ccc(F)cc1	5.5

# Five entries from above, ordered by SMILES length, low to high:
compound	PAD4 inhibitors
CCSC(=O)CCCCCCCCCCCO	3.3
Cc1ccc(CSCC(=O)NCCCN2CCOCC2)cc1	-1.0
COC(=O)c1ccc(COc2ccc3c(C)c(C)c(=O)oc3c2C)o1	-2.0
CCc1cc2c(=O)c(-c3nc(C)cs3)c(CCCC(=O)O)oc2cc1O	3.7
COc1ccc(CN2CCCC(C(=O)c3ccc(Cl)cc3)C2)cc1Cn1cccn1 (stereo unspecified)	-0.2

# A stretch from the list above:
compound	PAD4 inhibitors
COc1ccc(-c2cc(=Nc3ccc(C)cc3)c3ccccc3o2)cc1	1.4
CC(C)c1ccc(OCc2ccc(C(=O)O)o2)cc1	5.0

# These rows are one share of the data (hit frequency here may not be typical).
